Glioma ERSR ind – qHTS for Inducers of the Endoplasmic Reticulum Stress Response (ERSR) in Human Glioma: qHTS. U87-MG GRP78 promoter luciferase reporter, 16 h. Potency, µM, inactives show at the highest dose activation, usual class: activators. hit rate 0.02% among 420,000; note: potency is the fitted concentration of half-maximal effect; series mostly up to about 76 µM; % of control where 0% means no effect; nearly all actives have a fitted effect of over 35% in size
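ERSR induction read as luciferase luminescence (Bright-Glo, 10 min at room temperature) in stably transfected human U87-MG glioma cells exposed to compounds for 16 h, using GRP78 as sensor.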
Vif-A3G inh – qHTS for Inhibitors of Vif-A3G Interactions: qHTS | DNA dC->dU-editing enzyme APOBEC-3G (Homo sapiens), Q9HC16 | HeLa A3G-eYFP + Vif (tagged APOBEC3G with the HIV-1 protein that degrades it), YFP fluorescence, overnight | Potency, µM (series often up to 46.1 µM), inactives show top-dose activity, negative = active, actives largely listed as inhibitors | hit rate 0.076% among 410,000;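 note: potency is the fitted concentration of half-maximal effect; % is set by controls: 0 for no effect and ±100 for the full control effect; nearly all actives have a fitted effect of over 60% in size; hits raise eYFP signal because A3G escapes Vif-driven loss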
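HeLa cells stably expressing Vif and C-terminally eYFP-tagged A3G, seeded overnight at 37 deg C, then exposed to compound by pintool overnight at 37 deg C. Rise in yellow fluorescence (Ex 488/Em 500-530, Acumen) marks blocked Vif-driven A3G degradation.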
D1 ag – Allosteric Agonists of the Human D1 Dopamine Receptor: qHTS; D(1A) dopamine receptor (Homo sapiens), P21728; HEK293 T-REx D1 cells, calcium flux, agonist mode; activation, % at 2 µM; hit rate 1% among 360,000; AID 504660, 2011; in the data active = activation above about 30%; note: 0% is about no effect
Target sequence (P21728 whole entry, looked up): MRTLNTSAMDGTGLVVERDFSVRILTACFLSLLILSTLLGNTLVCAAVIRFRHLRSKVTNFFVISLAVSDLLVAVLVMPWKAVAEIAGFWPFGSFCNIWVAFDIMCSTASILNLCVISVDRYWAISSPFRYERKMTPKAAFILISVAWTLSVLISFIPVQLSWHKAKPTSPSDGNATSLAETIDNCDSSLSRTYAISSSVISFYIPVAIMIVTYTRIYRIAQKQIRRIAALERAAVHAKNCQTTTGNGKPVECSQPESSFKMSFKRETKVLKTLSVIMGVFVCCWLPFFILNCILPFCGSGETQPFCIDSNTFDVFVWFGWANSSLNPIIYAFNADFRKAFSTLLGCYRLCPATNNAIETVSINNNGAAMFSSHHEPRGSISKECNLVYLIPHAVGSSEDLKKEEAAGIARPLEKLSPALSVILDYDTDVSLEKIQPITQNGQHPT
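Tetracycline-induced HEK293 TREx D1 cells, force-coupled to calcium signalling, were dye-loaded with a no-wash calcium kit. Compound was pin-added after a 10 s baseline. Fluorescence was read kinetically at 1 cycle/s for 180 s, with calcium rises flagged as agonism.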
D2 potentiator – HTS Assay for Positive Allosteric Modulators of the Human D2 Dopamine Receptor: Primary Screen for Potentiators; HEK293 T-REx D2, calcium flux, EC20 dopamine potentiation; potentiation, % at 10 µM; hit rate 0.34% among 340,000; AID 485347, 2010;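 active = potentiation over 3 SD above the plate norm, cut at about 30% in these data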; note: 0% is about no effect
Target sequence (P14416 whole entry, looked up): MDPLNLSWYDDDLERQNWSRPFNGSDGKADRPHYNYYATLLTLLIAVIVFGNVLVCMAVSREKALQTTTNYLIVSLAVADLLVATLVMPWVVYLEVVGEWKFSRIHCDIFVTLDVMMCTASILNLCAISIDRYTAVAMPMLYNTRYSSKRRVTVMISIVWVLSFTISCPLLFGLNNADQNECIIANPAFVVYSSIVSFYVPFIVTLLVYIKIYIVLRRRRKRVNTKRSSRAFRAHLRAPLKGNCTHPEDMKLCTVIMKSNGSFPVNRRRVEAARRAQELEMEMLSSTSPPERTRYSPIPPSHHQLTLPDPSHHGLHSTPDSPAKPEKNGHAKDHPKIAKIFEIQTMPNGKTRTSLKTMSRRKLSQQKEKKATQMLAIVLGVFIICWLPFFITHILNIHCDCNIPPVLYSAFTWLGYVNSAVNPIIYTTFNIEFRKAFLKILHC
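Calcium flux readout, no-wash dye, 1 read/s. Inducible HEK293 Trex D2 line, overnight 30 C. Compound alone 180 s (agonist flags), then EC20 dopamine, another 180 s to score potentiation.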
RXFP1 antag – qHTS Assay for Antagonists of the Relaxin Receptor RXFP1; activity change, negative = inhibition, % at 57.5 µM; Relaxin receptor 1 (Homo sapiens), Q9HBX9; AID 1259400, 2018; hit rate 0.59% among 350,000; HEK293-RXFP1, relaxin-stimulated cAMP HTRF, 30 min; active compounds read low;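 active = activity change of -60% or lower, but not beyond a set lower limit; inconclusive = change between -60% and -40%, or beyond the set limit; inactive = change above -40%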; note: % is set by controls: 0 for no effect and ±100 for the full control effect
RXFP1 ag – qHTS Assay for Agonists of the Relaxin Receptor RXFP1; Relaxin receptor 1 (Homo sapiens), Q9HBX9; Potency, µM (highest dose often 57.5 µM), for inactives: top-dose activation, usual class: activators; hit rate 0.3% among 370,000; AID 2676, 2010; HEK293T-RXFP1 cAMP TR-FRET, 30 min; response scale: percent of porcine relaxin response, buffer zero; note: potency is the fitted concentration of half-maximal effect; % is set by controls: 0 for no effect and ±100 for the full control effect; nearly all actives have a fitted effect of over 60% in size; many of its hits are not listed in these tables
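HEK293T cells stably expressing RXFP1 were pretreated with the PDE4 inhibitor Ro 20174, exposed to compounds for 30 min at 37C, lysed, and cAMP was read by TR-FRET. Data normalized to buffer (basal) and 29 nM porcine relaxin (100%).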
D1 potentiator – Potentiators of Human D1 Dopamine Receptor: qHTS; hit rate 0.036% among 360,000; HEK293 TREx D1 cells, calcium flux, dopamine EC20 potentiation; AID 504651, 2011; potentiation, % at 10 µM; in the data active = potentiation above about 30%; note: 0% is about no effect
Vif-APOBEC3F blk – qHTS for Inhibitors of Vif-A3F Interactions: qHTS | Potency, µM (top dose mostly 46.1 µM), without a hit: at the top dose activity, negative = active | hit rate 0.2% among 390,000 | HeLa A3F-eYFP + Vif (tagged APOBEC3F with the HIV-1 protein that degrades it), YFP fluorescence increase; note: potency is the fitted concentration of half-maximal effect; % of control where 0% means no effect; nearly all actives have a fitted effect of over 65% in size
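HeLa cells stably expressing Vif plus C-terminally eYFP-tagged A3F were seeded, incubated overnight at 37 deg C, dosed with compound, incubated overnight again at 37 deg C. Yellow fluorescence (Ex 488/Em 500-530) reported blocked Vif-mediated A3F-eYFP degradation.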
D1 antagonist – Antagonist of Human D 1 Dopamine Receptor: qHTS | hit rate 3.2% among 360,000 | HEK293 TREx D1 cells, calcium flux, dopamine EC80; active compounds read low | D(1A) dopamine receptor (Homo sapiens), P21728 | activity change, negative = inhibition, % at 10 µM; in the data active = activity change below about -30%; note: % is set by controls: 0 for no effect and ±100 for the full control effect
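HEK293 T-REx cells expressing inducible, force-coupled D1 receptor; no-wash Ca dye, 30–90 min RT. Cmpd → 180 s read at 1 Hz → EC80 DA → 180 s read.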
* = called active by the depositor; ? = inconclusive; nt = no result given. Unless noted, calls come from the whole dose curve; as a rule, active = well fitted curve in the direction sought with a large enough effect; inconclusive = small, poorly fitted or top-dose-only effect, or another doubt; inactive = no such curve, though single readings can be large; an effect the other way counts as inactive or inconclusive.

Values in the order: D1 ag, RXFP1 ag, Vif-A3G inh, Vif-APOBEC3F blk, D1 potentiator, Glioma ERSR ind, RXFP1 antag, D1 antagonist, D2 potentiator
- CCc1cccc(NC(=O)CCS(=O)(=O)c2ccc(Br)cc2)c1
    -0.1, -0.6%, -2.6%, 1.2%, 4.8, -3.3%, -2.8, -1.4, -1.7
- CCc1ccc(C(=O)c2cn(CC(=O)Nc3ccc4c(c3)OCO4)c3ccc(Cl)cc3c2=O)cc1
    0.7, -1.2%, -2.9%, -15.1%, 2.9, -1.9%, nt, 9.3, -10.6
- c1ccc2c(CNCCN3CCOCC3)cccc2c1
    2.5, 0.8%, 1.1%, 1.9%, -10.7, -1.1%, -11.4, -31.6*, -4.3
- CN1/C(=C\C=N\NC(=O)c2cccnc2)C(C)(C)c2ccccc21
    -1.2, -1.3%, -0.3%, ?, -2.0, -1.5%, 7.2, nt, -7.6
- COc1cccc(CN2CCN(S(=O)(=O)c3ccc(Br)cc3)CC2)c1
    5.0, 1.7%, 0.5%, 1.3%, -6.2, 9.4%, -16.2, -6.1, 3.1
- CCOC(=O)CSc1nc2nc(C)cc(C)n2n1
    -2.2, 4.7%, 2.7%, -4.8%, -3.2, -1.4%, 1.8, 6.4, -5.5
- Cc1cc(=O)oc2c(C(=O)/C=C\c3cccs3)c(O)ccc12
    -0.1, 1.9%, -17.9%, 3.0%, -2.5, 1.0%, 1.1, 4.9, 6.0
- Cc1ccccc1C(=O)Nc1ccc2c(C#N)c3nc4ccccc4nc3n2c1
    5.9, 0.9%, -3.3%, -7.4%, -4.4, 0.4%, 3.0, 0.6, 1.0
- CCOC(=O)c1c(-c2ccccc2)csc1NC(=O)c1ccc(S(=O)(=O)N2CCOCC2)cc1
    2.3, -0.2%, -4.9%, -12.0%, -4.6, -4.4%, -31.0, -8.7, 4.0
- CCOC(=O)COc1ccc(-c2nnn(CC(=O)Nc3ccccc3)n2)cc1
    0.9, 1.5%, nt, nt, -0.1, nt, -5.7, 9.5, 6.8
- Cc1ccc(S(=O)(=O)Nc2nnc(C(C)(C)C)s2)cc1
    3.6, 0.3%, -4.8%, 7.0%, 1.7, -4.3%, -7.9, -16.1, -0.4
- CCOC(OCC)c1nc(N)[nH]c(=O)c1CCCCc1ccccc1
    nt, nt, -0.4%, -0.5%, nt, -4.5%, -5.3, nt, nt
- N/C(=N\NC(=O)c1sccc1OCc1ccc(Cl)cc1Cl)c1ccccn1
    18.0, -0.1%, 6.5%, -17.5%, -0.3, -2.2%, -13.9, 11.8, nt
- O=C1CC(c2ccccc2)Cc2[nH]c(=O)c(-c3nc(-c4ccc(F)cc4)cs3)cc21 (configuration not stated)
    3.3, 8.7%, ?, -14.5%, 0.1, -3.7%, -5.3, 6.0, -4.7
- O=[N+]([O-])c1cccc(S(=O)(=O)NCCCn2ccnc2)c1
    5.2, 0.9%, -3.0%, 6.4%, -3.9, -2.1%, 9.8, -20.9, 8.9
- CCC1CN(C(=O)Nc2ccc(C)cc2)c2cc(C)ccc2O1 (configuration not stated)
    5.2, 0.8%, -6.1%, 12.1%, -1.4, 5.7%, -6.6, 15.8, 0.4
- COc1ccc(-c2cccc(NS(=O)(=O)c3ccc(NC(C)=O)cc3)c2)nn1
    0.3, 0.8%, 0.5%, -10.0%, 2.9, -2.8%, -16.3, -6.9, -1.8
- COc1ccc(C2c3c(oc4ccc(C)cc4c3=O)C(=O)N2CCCN2CCOCC2)cc1OC (configuration not stated)
    7.5, 0.6%, 4.3%, 0.7%, 1.9, -1.7%, -15.9, 6.0, -0.4
- O=C(NCCCCc1ccccc1)c1nn(-c2ccccc2F)nc1CO
    3.2, -4.6%, 6.2%, 1.1%, 3.8, -4.1%, -66.1*, -8.3, 15.4
- CCOC(=O)C(=O)/C(C#N)=C/Nc1ccccc1
    0.6, 0.3%, -3.6%, 3.4%, -9.8, -2.1%, -1.0, -9.4, -8.6
- COCOCCn1cc(CN2CCS(=O)(=O)N(Cc3ccc(-c4ccc(C)cc4)cc3)C(C(C)C)C2=O)nn1 (configuration not stated)
    nt, nt, -3.1%, -2.3%, nt, -3.3%, 5.8, nt, nt
- COc1ccc(C(=O)Nc2ccccc2N2CCOCC2)cc1Br
    16.4, 2.0%, 2.1%, -5.4%, -6.2, 2.2%, 9.6, 47.8, 7.6
- COc1cccc(NC(=O)c2ccc3c(c2)CCCC3)c1
    2.3, 2.0%, 2.4%, 6.0%, 3.2, -3.8%, -8.5, 2.0, -5.9
- COc1ccc(N(C(=O)c2ccccc2F)S(=O)(=O)c2ccc3c(c2)n(C)c(=O)n3C)cc1
    -0.6, -0.9%, nt, nt, -1.4, nt, 0.7, -5.4, 4.4
- O=C(CN1C(=O)NC(c2ccccc2)(c2ccccc2)C1=O)Nc1cccnc1Cl
    10.3, -0.4%, -9.4%, -9.9%, 4.2, -3.8%, 9.6, 17.1, -1.5
- COc1cccc(NC(=O)CCC2CCN(Cc3nccs3)CC2)c1
    4.3, 3.1%, 1.1%, 0.2%, 1.7, 0.1%, -14.0, -15.3, 15.3
- Cc1cccc(CN2CCN(Cc3cccc(-n4cccn4)c3)CC2CCO)n1 (configuration not stated)
    0.1, 1.0%, 2.0%, 15.6%, 3.0, -6.4%, 13.5, 4.8, -5.0
- CSc1nc(N2CCOCC2)cc(N2CCOCC2)n1
    1.2, -0.4%, -0.6%, -0.4%, -0.9, -4.3%, 3.7, -20.7, 3.9
- O=C(OCC(=O)N1CCCc2ccccc21)c1cc(S(=O)(=O)N2CCOCC2)ccc1F
    1.6, 0.1%, 2.5%, -14.0%, -4.0, -6.3%, 2.5, -9.9, -9.8
- O=C(CN1CCOCC1)N1c2ccccc2Sc2ccc(Cl)cc21
    nt, nt, 0.7%, -4.2%, nt, -2.1%, -9.0, nt, nt
- CCn1nc(C)c([N+](=O)[O-])c1C(=O)NNC(=O)c1ccc(Cl)cc1
    1.2, 0.5%, -2.4%, -0.2%, -4.5, -1.9%, 18.1, -9.1, 3.8
- Cc1ccc(OCC(O)CNC(C)c2ccccc2)cc1C (configuration not stated)
    31.9*, -2.1%, 5.1%, -13.8%, 1.7, -2.0%, 8.0, -0.5, -6.3
- CCOCCCn1c(SCC(=O)N2CCOCC2)nc2ccccc2c1=O
    4.4, 5.6%, 1.3%, 2.3%, -4.5, -2.1%, -13.3, -0.6, -12.0
- O=C(CCS(=O)(=O)c1ccc(Br)cc1)Nc1ccc(Br)cc1F
    0.1, 1.4%, -0.1%, -2.2%, -1.9, -0.2%, -18.2, -2.7, 0.8
- COc1ccc(CN2CCc3ccccc3C2)cc1Br
    -3.5, -2.7%, 0.5%, 6.9%, -1.0, -1.5%, -11.0, 6.5, -10.1
- COc1ccc(S(=O)(=O)Nc2ccccc2C(=O)N2CCOCC2)cc1Cl
    1.7, -1.5%, -4.3%, 2.0%, -0.8, -4.1%, 4.9, -1.5, 5.3
- O=C(NCc1ccccc1)C(=O)NCC(c1ccco1)S(=O)(=O)c1ccc(Cl)cc1 (configuration not stated)
    0.8, 1.5%, -2.8%, -0.2%, -1.6, -4.9%, -15.0, nt, -8.6
- CCN(CCn1cccn1)C(=O)c1ccc2nc(Cc3ccc(OC)cc3)oc2c1
    6.9, 1.2%, -3.6%, 2.0%, -1.6, 4.8%, -8.8, 26.1, -3.6
- COc1ccc(NC(=O)COC(=O)c2cccc(S(=O)(=O)N(C)C)c2)cc1
    4.1, 0.1%, 4.8%, 15.0%, 7.9, -0.2%, -0.4, -2.7, -4.3
- CCc1nn2c(=O)cc(COC(=O)C3CCCCC3)nc2s1
    3.5, 0.8%, 8.6%, 5.4%, -3.9, -0.7%, nt, -1.3, 13.3
- O=C(CCNS(=O)(=O)c1ccccc1)N1CCCCCC1
    7.6, 1.8%, 0.2%, -5.7%, -2.5, 8.2%, 2.2, -13.8, 7.6
- CC1(C)CC(NC(=O)COc2ccc(Cl)cc2Cl)CC(C)(C)N1
    9.1, 1.0%, 0.8%, -7.2%, nt, -6.0%, -4.7, 2.2, -3.5
- COCCC(=O)Nc1ccc2c(c1)CN(C(=O)CCOC)CC2
    0.2, 0.5%, 1.0%, -5.6%, -3.9, -1.4%, -7.4, 12.6, 11.4
- COc1ccccc1OCCNC(=O)c1cccc(S(=O)(=O)NCc2ccccc2)c1
    2.6, -0.2%, -21.7%, 0.5%, -0.8, -2.3%, -4.5, 1.2, 7.9
- CCc1ccccc1NC(=O)c1nnn(CC(=O)Nc2c(C)cc(C)cc2C)c1N
    2.1, 5.7%, 0.4%, -0.9%, 0.2, -3.3%, nt, 2.4, -4.3
- Cc1ccc(C)c(S(=O)(=O)NCc2ccc(C(=O)N3CCOCC3)cc2)c1
    0.1, 2.4%, -4.1%, 0.3%, 7.4, 2.9%, 6.8, -19.5, 3.6
- N#CC1CN(Cc2ccccc2)CN(Cc2ccccc2)C1
    0.4, -0.7%, 0.0%, 6.7%, -5.3, -5.2%, -30.5, 6.0, -1.2
- O=C1CCCN1CCCNc1ncnc2sccc12
    3.6, 17.7%, -2.2%, -11.8%, 2.4, 2.8%, 5.2, -25.2, 2.1
- CCCn1c(N)c(N(CCOC)C(=O)c2ccc(-c3ccccc3)cc2)c(=O)[nH]c1=O
    -0.1, -1.7%, -3.4%, 4.3%, -7.9, 0.3%, 1.5, -26.1, 12.8
- CC(=O)Nc1ccc(NC(=O)c2c(C)nn(-c3ccccc3)c2Cl)cc1C
    3.0, 2.6%, -12.4%, 0.1%, -2.7, 0.9%, 4.3, -9.4, -2.7

Compound activity: PubChem, National Center for Advancing Translational Sciences (NCATS)

A portion of the library, so the mix of outcomes need not match the whole.
